Myeloid diff MLP = induction of myeloid progenitor differentiation, primary screen, cell-based, flow cytometry, MLPCN library. calls only at 10 µM. ER-HoxA9 myeloid progenitors, lysozyme-GFP differentiation. 1% of 360,000 active;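 active = normalized GFP-positive differentiation at or above the plate's own cutoff, the solvent-only control mean plus 3 SD; inconclusive = no clear call, values can overlap the other calls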;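 note: cells exposed to compound for four days before flow analysis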
Myeloid diff MLP GFP+ MAC1+ % = further read-out of Myeloid diff MLP, marked with its call; GFP+ MAC1+ double positive, %; measured here: differentiation confirmed by MAC1 staining
* marks the source's active call; other numbers are inactive results; i = inactive; ? = inconclusive; . = not tested or not shown. Not all compounds are listed. The share of hits here may be higher or lower than overall.

Under each structure – Myeloid diff MLP | Myeloid diff MLP GFP+ MAC1+ %
> CC(C)C[C@@H](CN1CCC[C@H]1CN1C(=O)C(=O)NC[C@@H]1Cc1ccc(O)cc1)N1C[C@H](Cc2ccc(O)cc2)N(CC2CCCCCC2)C(=O)C1=O
→ i | 1.1
> CCc1sc(C(=O)N(CCCOC)c2c(N)n(CC(C)C)c(=O)[nH]c2=O)cc1C
→ i | 0.6
> CC(=O)Nc1ccc(S(=O)(=O)NCCC(=O)OCC(=O)c2cc(C)ccc2C)cc1
→ i | 0.5
> CCCS(=O)(=O)NC(=O)C1(C)CCN(C(=O)c2cc(F)ccc2C)C1 (configuration not stated)
→ i | 0.5
> O=C(C[C@H]1C[C@H](C(=O)N2CCCCC2)[C@@]2(CCc3ccccc3)c3[nH]c4ccc(Cl)cc4c3CCN2C1=O)NCCCn1ccnc1
→ i | 0.3
> C[C@H]1COC[C@@H](C/C=C/c2ccccc2)N1c1ccccc1
→ i | 1.7
> COc1ccc([C@H]2C[C@@H](n3cc(COC(=O)c4ccccc4)nn3)[C@H](O)CN2CC2CCCCC2)cc1
→ i | 1.0
> Cc1cccnc1C(c1ccc(F)cc1)N(C)C(=O)C1CCN(CCOc2ccc(Cl)cc2Cl)CC1 (configuration not stated)
→ i | 1.1
> COc1ccccc1CNC(=O)c1ccccc1SCC(=O)NCc1ccco1
→ i | 1.3
> COc1cccc(C(c2nnnn2C2CCCCC2)N2CCN(C/C=C/c3ccccc3)CC2)c1OC (configuration not stated)
→ i | 1.3
> O=C(Cc1ccc(NC(=O)C2CCN(C(=O)C3CCCC3)CC2)cc1)Nc1ccc(C(=O)N2CCOCC2)cc1
→ i | 1.2
> C=CCNC(=O)CSc1nnc(-c2cccc(S(=O)(=O)N3CCOCC3)c2)o1
→ i | 1.4
> C[C@H](CO)N1C[C@H](C)[C@@H](CN(C)Cc2cccc(F)c2)Oc2cc(-c3cccc(C#N)c3)ccc2S1(=O)=O
→ i | 0.1
> FC(F)(F)c1ccccc1Cc1c(-c2ccco2)nc2ccc(Cl)cn12
→ i | 0.8
> O=C(NCC1CCCCC1)c1csc([C@@H]2C[C@H](O)[C@@H](CO)O2)n1
→ i | 0.9
> CSc1nc(N)nc2c1ncn2Cc1ccccc1
→ i | 0.8
> COc1ccc(Cl)cc1-c1cc(C(=O)NCc2cccc(C(F)(F)F)c2)[nH]n1
→ i | 0.8
> CC(=O)C1(O)CCC2C3CCC4CC(O)CCC4(C)C3C(=O)CC21C (configuration not stated)
→ i | 0.7
> COC(=O)c1cn(-c2nc3ccccc3s2)nn1
→ i | 1.2
> O=C(COC(=O)c1cccc(Br)c1)NC1CCCCCCC1
→ i | 0.7
> Cc1cc(C)nc(Nc2nc(C(N)CCc3ccccc3)cs2)n1 (configuration not stated)
→ i | 0.2
> O=C1c2ccccc2C(c2nnnn2-c2ccc3c(c2)OCCO3)N1C1CC1 (configuration not stated)
→ i | 0.5
> CC1(C(=O)Nc2cccc3cccnc23)CCN1C(=O)Cc1ccc(Cl)cc1Cl (configuration not stated)
→ i | 0.8
> Cc1c(O)cnc2nn(-c3ccccc3)c(=N)n12
→ i | 1.3
> CCSc1nsc(NC(=O)Nc2ccccc2Cl)n1
→ i | 0.4
> C[C@H]1CN([C@@H](C)CO)S(=O)(=O)c2ccc(Br)cc2O[C@H]1CN(C)C(=O)C1CCC1
→ i | 0.4
> Cc1c(C(=O)NCc2cccc(C(F)(F)F)c2)sc(=O)n1Cc1ccc(C(=O)N(C)C)cc1
→ i | 5.0
> O=c1c(O)c(-c2ccccc2)oc2cc(O)ccc12
→ i | 2.8
> O=C1COc2ccc(C(=O)COC(=O)Cc3c(F)cccc3Cl)cc2N1
→ i | 1.8
> COc1ccccc1S(=O)(=O)N(C)C[C@H]1OCc2cn(nn2)CCCC(=O)N([C@H](C)CO)C[C@@H]1C
→ i | 0.6

Another view of part of the listing above.
COc1ccc(Cl)cc1-c1cc(C(=O)NCc2cccc(C(F)(F)F)c2)[nH]n1
  Myeloid diff MLP = i	Myeloid diff MLP GFP+ MAC1+ % = 0.8
CC(=O)C1(O)CCC2C3CCC4CC(O)CCC4(C)C3C(=O)CC21C (configuration not stated)
  Myeloid diff MLP = i	Myeloid diff MLP GFP+ MAC1+ % = 0.7
COC(=O)c1cn(-c2nc3ccccc3s2)nn1
  Myeloid diff MLP = i	Myeloid diff MLP GFP+ MAC1+ % = 1.2
O=C(COC(=O)c1cccc(Br)c1)NC1CCCCCCC1
  Myeloid diff MLP = i	Myeloid diff MLP GFP+ MAC1+ % = 0.7

More records follow.
Under each structure – Myeloid diff MLP | Myeloid diff MLP GFP+ MAC1+ %
> COc1ccc(OC2(C)CCN(Cc3ccccc3OC(F)F)C2)cc1 (configuration not stated)
→ i | 1.4
> O=C(NCc1ccccc1)c1cc(C2COCCN2C(=O)c2ccc3c(c2)CCO3)on1 (configuration not stated)
→ i | 2.3
> Cc1ccc([C@H]2C[C@@H](O)[C@H](n3cc(COC(=O)c4ccccc4)nn3)CN2CC2CCCCC2)cc1
→ i | 0.8
> CC(=O)c1ccc2c(c1)N(Cc1ccccc1Cl)C(=O)C(C)S2 (configuration not stated)
→ i | 0.2
> Nc1cc(Cl)cc2c1-c1ccc(Cl)cc1C2O (configuration not stated)
→ i | 0.8
> COc1ccc(S(=O)(=O)N2CCc3ccccc32)cc1C(=O)Nc1cc(S(C)(=O)=O)ccc1Cl
→ i | 1.2
> CCCCn1c(N)c(N(CCOC)C(=O)CCS(=O)(=O)c2ccc(C)cc2)c(=O)[nH]c1=O
→ i | 1.3
> Cc1ccccc1NS(=O)(=O)c1ccc(S(=O)(=O)N2CCCC2)cc1
→ i | 0.6
> O=C(Nc1cccc(C(=O)N2CCCCC2)c1)C1CCCCC1
→ i | 0.8
> C[C@H]1CN([C@@H](C)CO)C(=O)c2cc(Br)cnc2O[C@H]1CN(C)S(=O)(=O)c1ccccc1F
→ i | 1.4
> NC(Cc1ccccc1)c1csc(Nc2ccc(C(=O)c3ccccc3)cc2)n1 (configuration not stated)
→ i | 1.4
> CC1CCCC(C)N1C(=O)COC(=O)c1ccccc1C(=O)c1ccccc1 (configuration not stated)
→ i | 1.4
> Nc1[nH]c(C(=O)c2ccccc2)c(-c2cccnc2)c1C(=O)NC1CCCCC1
→ i | 0.9
> COc1cccc(-c2ccc3nccn3c2)c1
→ i | 0.8
> CCOC(=O)[C@]12CCC=C1N(Cc1ccco1)C(=O)[C@H](CC(=O)NCCC(C)C)C2
→ i | 1.0
> CCc1nc(NCC2CC2)c2nnn(Cc3ccccc3)c2n1
→ i | 0.6
> CCN1C(=O)[C@H]2[C@H]3CN=C(SC)N3[C@@](CC)(C(=O)OC)[C@H]2C1=O
→ i | 1.0
> O=C(C=Cc1ccccc1)c1c[nH]c2ccccc2c1=O
→ ? | .
> CCC(c1nnnn1-c1ccc2c(c1)OCCO2)N1CCN(c2ccccc2OC)CC1 (configuration not stated)
→ i | 1.1
> CCOC(=O)C1(C(=O)OCC)NC(=O)CC1CC (configuration not stated)
→ i | 1.0
> CCc1cc(-c2nnn(CCC3COCCO3)c2CC)cc(CC)c1-c1cn(Cc2ccccc2)nn1 (configuration not stated)
→ i | 1.5
> CC1(C)C(=O)Nc2ccccc2N1C(=O)COC(=O)c1cc(S(C)(=O)=O)ccc1Cl
→ i | 0.5
> CC(C)(C)NC(=O)C(c1ccc(O)cc1)N(Cc1ccc2c(c1)OCO2)C(=O)CCl (configuration not stated)
→ i | 2.2
> CN(C(=O)c1ccc(NC(=O)Cc2ccc(NC(=O)C3CCCN(C(=O)C4CCC4)C3)cc2)cc1)C1CCCC1 (configuration not stated)
→ i | 2.0
> Clc1cccc(Cc2c(-c3cccc(Br)c3)nc3ccc(Br)cn23)c1
→ i | 1.0
> COc1ccc(NC(=O)c2cc(C3CCCCN3C(=O)c3cccs3)on2)c(C)c1 (configuration not stated)
→ i | 1.7
> C[n+]1c2cc(N)ccc2cc2ccc(N)cc21
→ ? | .
> COc1ccccc1C(=O)NCCC(=O)NCCOc1ccc(C)cc1
→ i | 0.2
> Cc1ccc2nc3c(cc(C(=O)NCc4ccccc4)c(=N)n3CCCn3ccnc3)c(=O)n2c1
→ i | 0.3
> COc1cccc(C(C)(O)c2nc(-c3ccc(F)c(Cl)c3)cs2)c1 (configuration not stated)
→ i | 0.2
> S=C1SCCN1Cc1ccccc1
→ i | 1.4
> CCNC(=O)C1(C)CCCN(C(=O)c2cc(C)n(C(C)(C)C)n2)C1 (configuration not stated)
→ i | 1.4
> CC1(Oc2cccnc2Cl)CCN(Cc2ccc(OC(F)(F)F)cc2)C1 (configuration not stated)
→ i | 2.0
> COc1ccc(NC(=O)C2Cc3c(-c4cccc(C(C)=O)c4)ccnc3O2)cc1 (configuration not stated)
→ ? | .
> CC(C)c1cccc(-c2csc(C(O)c3ccccc3)n2)c1 (configuration not stated)
→ i | 0.4
> O=c1[nH]c2cc([N+](=O)[O-])cc(Cl)c2c2ccccc12
→ i | 0.8
> COc1ccc(NC(=O)C2(C)CCN2Cc2ccc(C(C)C)cc2)cc1OC (configuration not stated)
→ i | 1.2
> Nc1nc(=S)ss1
→ i | 1.4
> Cc1ccc(S(=O)(=O)NCC(=O)OC(C)C(=O)NC2CCCCC2C)cc1C (configuration not stated)
→ i | 0.8
> CCOC(=O)c1ccc(-c2ccc(N3C(c4cccc(OC)c4)=Cc4ccc(F)cc4C3CC(C)=O)cc2)cc1F (configuration not stated)
→ i | 0.1
> Nc1ccc(CSc2ccccc2)cc1
→ i | 0.7
> COC(=O)C1CC(O)C(O)C(O)C1 (configuration not stated)
→ i | 1.8
> Cn1c(N)c(C(=O)CN2CCN(S(=O)(=O)c3ccccc3C#N)CC2)c(=O)n(C)c1=O
→ i | 1.4
> O=C(OCc1cn([C@H]2C[C@H](c3ccccc3)N(CC3CCCCC3)C[C@@H]2O)nn1)c1ccccc1
→ i | 3.0
> CCc1nc2c(OCCOC)cccn2c1N(C)C(=O)c1ccco1
→ i | 0.3

Random excerpt: six entries already listed
Under each structure – Myeloid diff MLP | Myeloid diff MLP GFP+ MAC1+ %
> CC1(Oc2cccnc2Cl)CCN(Cc2ccc(OC(F)(F)F)cc2)C1 (configuration not stated)
→ i | 2.0
> CCc1nc2c(OCCOC)cccn2c1N(C)C(=O)c1ccco1
→ i | 0.3
> CCOC(=O)c1ccc(-c2ccc(N3C(c4cccc(OC)c4)=Cc4ccc(F)cc4C3CC(C)=O)cc2)cc1F (configuration not stated)
→ i | 0.1
> CCNC(=O)C1(C)CCCN(C(=O)c2cc(C)n(C(C)(C)C)n2)C1 (configuration not stated)
→ i | 1.4
> COC(=O)C1CC(O)C(O)C(O)C1 (configuration not stated)
→ i | 1.8
> S=C1SCCN1Cc1ccccc1
→ i | 1.4

Further records follow.
Under each structure – Myeloid diff MLP | Myeloid diff MLP GFP+ MAC1+ %
> COC(=O)C1(C)CCCC2(C)C3CCC(C(C)C)C(CO)C3C(CO)CC12 (configuration not stated)
→ i | 0.9
> CCc1nc2c(OCc3ccc(C(=O)N(C)C)cc3)cccn2c1N(C)C(=O)Nc1ccccc1OC
→ i | 0.8
> Cc1cc(Cl)ccc1OC(C)C(=O)Nc1cccc(S(=O)(=O)N2CCOCC2)c1 (configuration not stated)
→ i | 1.2
> CN(C)C(=O)CCc1ccc2c3c([nH]c2c1)[C@]1(C)[C@@H](C(=O)N2CCOCC2)C[C@H](CC(=O)NCc2cccc(C(F)(F)F)c2)C(=O)N1CC3
→ i | 0.7
> CC1(C(=O)NS(=O)(=O)c2ccccc2Cl)CCN1C(=O)Cc1cccs1 (configuration not stated)
→ i | 1.3
> Cc1ccc(C(=O)OCC(=O)NCc2cccc(Cl)c2)cc1S(=O)(=O)N1CCCCC1
→ i | 1.3
> O=C(CN1C(=O)NC2(CCCCC2)C1=O)N1CCN(S(=O)(=O)c2ccc(F)c(F)c2F)CC1
→ i | 0.7
> CC1Cc2cc(/C(O)=C3/C(=O)C(=O)N(CCCn4ccnc4)C3c3ccc([N+](=O)[O-])cc3)ccc2O1 (configuration not stated)
→ i | 0.0
> O=C1C[C@@H]2CCN3C(=O)CCC[C@@H]([C@H]23)[C@@H]1Cc1ccccc1
→ i | 0.3
> CCOC(=O)[C@]12CCCC=C1N(Cc1ccccc1)C(=O)[C@H](CC(=O)NCc1cccc3ccccc13)C2
→ i | 2.2
> COc1ccc(S(=O)(=O)N2CCC(C(=O)NCCC(=O)Nc3ccccc3OC)CC2)cc1
→ i | 0.9
> CC1(C(=O)NS(=O)(=O)c2ccccc2C(F)(F)F)CCN1C(=O)CC1CCCCC1 (configuration not stated)
→ i | 1.4
> Cc1cc(C)c(S(=O)(=O)N2CCN(C(=O)c3c(C)nn(-c4ccccc4)c3Cl)CC2)c(C)c1
→ i | 0.1
> CCCCSCc1nc2nc(Cl)c(Cl)nc2[nH]1
→ i | 0.9
> CCOC(=O)C1CCCN(C(=O)c2cccc(S(=O)(=O)NCc3ccccc3)c2)C1 (configuration not stated)
→ i | 1.0
> CN(C(=O)CN1CCN(c2cc(-c3ccc(OCc4ccccc4)cc3)ncn2)CC1)c1ccccc1
→ i | 1.4
> O=C(Nc1ccc(F)cc1)C(c1cc2ccccc2o1)N1CCN(CC(=O)N2CCCC2)CC1 (configuration not stated)
→ i | 1.7
> CC(C)(C)c1ccc(C(=O)N2CCC2(C)C(=O)NCc2cccs2)cc1 (configuration not stated)
→ i | 0.8
> CCCCN(C)C(=O)c1ccc(Nc2nc(C(N)Cc3ccccc3)cs2)nc1 (configuration not stated)
→ i | 1.4
> Cc1ccc(S(=O)(=O)N2C[C@H]3n4c(=O)ccc(=O)n4C[C@H](OC(=O)NCC4CCCCC4)[C@@]3(O)C2)cc1
→ i | 1.8
> CCc1nc2c(OCc3ccc(F)c(F)c3)cccn2c1N(C)C(=O)C1CC1
→ i | 0.9
> COc1ccc(Nc2nc3cc(-c4ccccc4C)sc3c(=O)n2C)cc1OC
→ i | 0.5
> CCN(CC)C(=O)C1=C(C)N(CCCN2CCCC2=O)C(=O)C(CC(=O)NC2CCCCC2)C1 (configuration not stated)
→ i | 0.5
> CC1(C(=O)NS(=O)(=O)C2CC2)CCN(C(=O)c2ccccc2C(F)(F)F)C1 (configuration not stated)
→ i | 1.4
> COc1cc(CCN=Cc2cc(Cl)cc(Cl)c2O)c([N+](=O)[O-])cc1OC
→ i | 1.7
